# Screening results deposited in PubChem BioAssay by several laboratories.
# ABCG2 inh: ABCG2 efflux pump inhibitors, primary screen, multiplex with ABCB1, IgMXP3 cells, flow cytometry. JC-1 efflux. 190,000 tested, 0.1% active. Broad substrate specificity ATP-binding cassette transporter ABCG2 (Homo sapiens), Q9UNQ0. inhibition, % at 6.6 µM;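 active means inhibition above 80%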;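 further: 0% = DMSO and 100% = nicardipine control wells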
# Target sequence (Q9UNQ0 whole entry, looked up): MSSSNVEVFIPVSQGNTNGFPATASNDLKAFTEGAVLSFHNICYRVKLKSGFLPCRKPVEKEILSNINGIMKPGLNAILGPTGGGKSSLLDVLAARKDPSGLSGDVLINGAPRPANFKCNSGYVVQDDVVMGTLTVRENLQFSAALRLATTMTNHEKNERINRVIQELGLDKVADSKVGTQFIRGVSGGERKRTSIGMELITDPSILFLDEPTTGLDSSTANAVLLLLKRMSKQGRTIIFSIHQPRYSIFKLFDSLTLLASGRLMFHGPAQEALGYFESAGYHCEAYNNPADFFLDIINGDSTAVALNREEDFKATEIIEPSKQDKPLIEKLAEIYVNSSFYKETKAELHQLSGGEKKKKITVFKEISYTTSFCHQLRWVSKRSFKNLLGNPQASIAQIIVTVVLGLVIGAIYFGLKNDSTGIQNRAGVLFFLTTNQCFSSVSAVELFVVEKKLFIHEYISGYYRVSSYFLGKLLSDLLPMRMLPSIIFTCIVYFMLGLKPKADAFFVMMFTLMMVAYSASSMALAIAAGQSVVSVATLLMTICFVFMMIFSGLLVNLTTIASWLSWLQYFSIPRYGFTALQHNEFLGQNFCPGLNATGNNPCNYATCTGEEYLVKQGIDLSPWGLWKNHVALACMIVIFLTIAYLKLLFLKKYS
#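 System: two drug-resistant human cell lines, ABCG2 and ABCB1; controls: nicardipine high and DMSO low controls; times: 10 min exposure at 25 °C with rotation, no wash; detection: flow cytometry of retained JC-1 fluorescence; read-out basis: percent efflux inhibition, scaled nicardipine 100% to DMSO 0%; doses: one concentration, 6.6 µM final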
# Cdc42 wt: modulators of GTP binding to wildtype Cdc42, primary screen, biochemical, multiplex bead flow cytometry, Bodipy-GTP. Cell division control protein 42 homolog (Homo sapiens), P60953. percent activity (GTP binding), % at 10 µM. 190,000 tested, 0.2% active. GST-Cdc42 beads; actives lie on both sides;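 active means percent activity GTP binding at least 20 points away from the 100% baseline, either down as inhibitor or up as activator; inconclusive means compound flagged as likely green fluorescent from well-wide comparison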;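 further: median bead fluorescence of bound Bodipy-FL-GTP at 100 nM; 0% = excess unlabeled GTP control and 100% = no compound control; below 100% means less GTP binding so inhibitor and above means activator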
# Target sequence (P60953 whole entry, looked up): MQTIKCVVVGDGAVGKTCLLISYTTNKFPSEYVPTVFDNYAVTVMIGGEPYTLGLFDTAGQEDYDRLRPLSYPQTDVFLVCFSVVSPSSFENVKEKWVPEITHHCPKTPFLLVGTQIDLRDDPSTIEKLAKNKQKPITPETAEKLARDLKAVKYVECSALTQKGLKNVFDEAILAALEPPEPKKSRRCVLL
# HRas wt GTP bind: modulators of GTP binding to HRas wildtype, primary screen, biochemical, bead-based flow cytometry, multiplex; GTPase HRas (Homo sapiens), P01112; GST-Ras wt beads, Bodipy-FL-GTP binding; actives lie on both sides; GTP binding activity, % at 10 µM; 190,000 tested, 0.14% active; AID 759, 2007;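 active means GTP binding activity at least 20% away from the 100% baseline, either lowered as inhibitor or raised as activator; inconclusive means flagged as likely green fluorescent, judged across all proteins in the well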;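 further: 0% = unlabeled GTP competition control and 100% = no-compound control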
# Target sequence (P01112 whole entry, looked up): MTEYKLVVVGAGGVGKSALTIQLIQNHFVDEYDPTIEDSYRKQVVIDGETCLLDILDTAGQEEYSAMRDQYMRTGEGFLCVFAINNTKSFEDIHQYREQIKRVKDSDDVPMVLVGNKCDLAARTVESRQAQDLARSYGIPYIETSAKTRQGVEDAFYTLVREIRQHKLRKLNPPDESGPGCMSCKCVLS
# Pf gametocyte: late stage P. falciparum gametocyte viability inhibitors, primary screen, ATP luminescence, HTS | P. falciparum stage V gametocytes, 24 h | inhibition, % at 10.9 µM | 150,000 tested, 0.065% active | AID 743093, 2013;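 active means inhibition above the mean plus 3 SD of compounds within the control limits, set per campaign, cut at about 38% in these data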;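 further: 0% = DMSO wells and 100% = medium only without gametocytes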
# Rac1 mut GTP: GTP binding modulators of activated mutant Rac1, primary screen, biochemical, bead-based flow cytometry, multiplex, fluorescent GTP; Ras-related C3 botulinum toxin substrate 1 (Homo sapiens), P63000; GST-Rac1 activated beads; actives lie on both sides; 100% means binding = to untreated wells; percent activity (GTP binding), % at 10 µM; 190,000 tested, 0.11% active; AID 764, 2007;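 active means GTP binding at least 20 percentage points away from the 100% baseline, in either direction, so actives lie on both sides; inconclusive means Compound likely fluorescent itself, or too few beads counted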
# Rab2A wt mod: modulators of GTP binding to Rab2A wildtype, primary screen, biochemical, dog, bead-based flow cytometry, multiplex; Ras-related protein Rab-2A (Canis lupus familiaris), P61105; GST-Rab2 wt beads, Bodipy-GTP binding; GTP binding activity, % at 10 µM; 190,000 tested, 0.19% active; AID 760, 2007;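 active means GTP binding activity at least 20 points away from 100%, either lowered or raised; inconclusive means signal likely due to the compound's own green fluorescence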;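 further: 0% = beads with excess unlabeled GTP and 100% = no-compound control corrected for plate trend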
# ABCB1 inh: ABCB1 efflux pump inhibitors, primary screen, cell-based, multiplex, flow cytometry, ABCG2 counter-screen; ATP-dependent translocase ABCB1 (Homo sapiens), P08183; CCRF-Adr cells, JC-1 efflux; inhibition, % at 6.6 µM; 190,000 tested, 0.067% active; in the data active means inhibition above about 40%;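 further: 0% = vehicle and 100% = reference inhibitor; higher value means more JC-1 retained so stronger ABCB1 efflux block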
# Mcl1 Noxa PPI: Mcl-1/Noxa binding inhibitors, primary screen, biochemical, TR-FRET, 1536-well; Induced myeloid leukemia cell differentiation protein Mcl-1 (Homo sapiens), Q07820; 220,000 tested, 1.5% active; TR-FRET Mcl-1/Noxa peptide binding, 2 h; inhibition, % at 21.7 µM;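 active means compounds that cut the protein-peptide binding signal by more than 50% relative to plate controls in a single-dose test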;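 further: His-tagged Mcl-1 with rhodamine Noxa BH3 peptide and terbium anti-His antibody; 0% = Mcl-1 plus Noxa peptide wells and 100% = peptide-only wells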
# Rab7 wt modul: modulators of GTP binding to Rab7, primary screen, biochemical, wildtype, multiplex bead flow cytometry | GST-Rab7 beads, fluorescent GTP binding; actives lie on both sides; untreated = 100%, excess cold GTP = 0% | Rab7 GTPase wild type (dog), Bodipy-FL-GTP binding | 190,000 tested, 0.055% active | GTP binding activity (percent of control), % at 10 µM;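 active means fluorescent GTP binding to Rab7 beads changed by at least 20 points from the 100% baseline, either direction, mostly lower; inconclusive means compound itself probably fluorescent, or too few beads counted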;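 further: median green fluorescence of bound Bodipy-FL-GTP per Rab7 bead population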
# Avidin bead fluor: green autofluorescence of compounds with avidin beads – biophysical, 488/530 nm, flow cytometry, artefact control, profiling panel; AID 1775, 2009; compound fluorescence 488/530 nm; stronger effect = higher value; fluorescence (KMESF) at 10 µM; 220,000 tested, 0.38% active; in the data active means fluorescence above about 47; further: inactives centre near 10
# Rac1 wt modul: wildtype Rac1 GTP binding modulators, primary screen, biochemical, GST-Rac1 beads, flow cytometry, multiplex. GTP binding activity (% of control), % at 10 µM. fluorescent GTP binding; actives lie on both sides; 0 = cold GTP competed, 100 = untreated. 190,000 tested, 0.27% active. Ras-related C3 botulinum toxin substrate 1 (Homo sapiens), P63000;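 active means GTP binding activity at least 20 points away from the 100% control level, either lower or higher; inconclusive means compound flagged as likely green fluorescent, judged across all proteins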
# Active calls of the source: *; ? = inconclusive; nt = not tested or not shown.
SMILES,ABCG2 inh,Cdc42 wt,HRas wt GTP bind,Pf gametocyte,Rac1 mut GTP,Rab2A wt mod,ABCB1 inh,Mcl1 Noxa PPI,Rab7 wt modul,Avidin bead fluor,Rac1 wt modul
CCCCCCn1c(O)c(C=NCCN2CCOCC2)c(=O)[nH]c1=O,12.7,105.0,99.0,10.3,96.0,100.0,1.2,25.2,98.0,6,109.0
COc1ccc(/C=C2/C(=O)NC(=O)N(c3ccc(C)c(C)c3)C2=O)cc1CN1C(=O)c2ccccc2C1=O,-5.1,100.0,98.0,4.8,97.0,98.0,-0.9,18.8,98.0,14,101.0
CN(C)CC1CSCCC1(O)c1ccc(Cl)cc1 (stereo not given),-0.7,101.0,101.0,nt,99.0,103.0,-0.5,14.7,99.0,5,106.0
C/C(=N\N1CCCCC1c1cccnc1)c1c(O)n(C2CCCCC2)c(=S)[nH]c1=O (stereo not given),2.9,94.0,96.0,9.2,96.0,98.0,6.2,-15.4,98.0,16,98.0
CCOc1cc(C=C2C(=O)NC(=O)NC2=O)ccc1OS(=O)(=O)c1ccccc1,-2.0,98.0,102.0,nt,93.0,103.0,-0.7,60.4*,103.0,12,100.0
COc1ccccc1/C=C1/C(=N/O)C2CCN1CC2,0.9,96.0,99.0,3.3,100.0,103.0,0.2,-6.4,95.0,34,101.0
CCN(CC)CCOC(=O)C(O)(c1ccccc1)c1ccccc1,0.0,99.0,100.0,nt,98.0,102.0,-0.3,8.5,100.0,10,102.0
Cc1cc(OCc2ccc([N+](=O)[O-])cc2)c2c3c(c(=O)oc2c1)CCCC3,15.1,100.0,98.0,-9.8,94.0,97.0,1.1,5.9,95.0,10,95.0
CCOC(=O)c1cccc([P+](=O)O)c1,19.3,102.0,99.0,nt,98.0,98.0,-0.1,6.6,99.0,27,101.0
COc1cc(CC2(CCc3ccncc3)C(=O)N(C)C(=O)N(C)C2=O)cc(OC)c1OC,6.5,99.0,98.0,13.7,97.0,100.0,1.2,6.2,103.0,4,98.0
O=c1[nH]c(=O)n(C2CCCCC2)c(O)c1C=NCCCn1ccnc1,2.9,97.0,95.0,nt,97.0,96.0,0.3,5.2,99.0,25,99.0
COC1CCCCC1NCCc1ccccc1 (stereo not given),-0.1,95.0,97.0,-9.2,93.0,98.0,0.0,-7.0,100.0,nt,97.0
CCOc1cccc(CNC2CN3CCC2CC3)c1 (stereo not given),0.2,104.0,101.0,nt,101.0,100.0,0.1,-6.0,101.0,6,105.0
CCC(=O)c1cn(Cc2ccc(C#N)cc2)c2ccccc12,4.0,100.0,99.0,nt,98.0,99.0,0.8,0.5,96.0,7,100.0
CCCn1c(C(=O)c2ccccc2OC)nc2ccccc21,-0.1,91.0,92.0,11.2,93.0,95.0,-0.1,7.9,98.0,5,94.0
COc1cc2c(C(=O)N3CCN(C)CC3)c(C)n(C)c2cc1Br,56.0,101.0,99.0,nt,96.0,100.0,1.6,6.0,99.0,28,100.0
Cn1cc(C(=O)NCc2ccccc2)c2ccccc21,7.3,96.0,98.0,nt,96.0,98.0,0.5,-0.8,102.0,11,104.0
O=c1[nH]c(=O)n(Cc2ccco2)c(O)c1C=NCCCn1ccnc1,0.5,97.0,97.0,nt,95.0,97.0,0.3,-3.0,97.0,3,99.0
CC1CCCCN1Cc1cccnc1 (stereo not given),0.8,97.0,100.0,-14.9,97.0,99.0,-0.3,29.2,104.0,24,99.0
CC(C)C12CN3CCN(CC(C3)C1O)C2 (stereo not given),4.4,99.0,100.0,nt,98.0,99.0,0.4,15.1,100.0,32,101.0
CCOC(=O)Cn1cc([N+](=O)[O-])nc1[N+](=O)[O-],2.1,105.0,105.0,nt,103.0,103.0,0.2,11.7,107.0,8,109.0
C[N+]1(C)C2CCC1CC(OC(=O)C(CO)c1ccccc1)C2 (stereo not given),0.7,101.0,101.0,-14.4,93.0,103.0,0.1,20.8,106.0,6,102.0
CN1C(=O)NC(=O)[C@]2(Cc3ccccc3N3CCN(c4ccccc4)CC32)C1=O (stereo not given in full),0.1,100.0,100.0,-30.6,98.0,99.0,0.1,13.6,98.0,13,104.0
COCCCn1c(-c2ccc(OC)cc2)cc(C(=O)NC2CCCCCCC2)c1C,19.6,94.0,98.0,-10.7,99.0,98.0,4.5,12.5,101.0,13,103.0
O=c1[nH]c(=O)n(-c2cccc(Cl)c2)c(O)c1C=NCCN1CCCCC1,0.4,101.0,100.0,-5.7,100.0,100.0,0.2,5.2,99.0,22,100.0
CC1CN=C(Nc2ccc(N(C)C)cc2)S1 (stereo not given),2.2,102.0,102.0,nt,99.0,97.0,0.9,49.3,98.0,19,102.0
COc1ccc(N2C(=O)CC(N3CC=C(c4ccccc4)CC3)C2=O)cc1 (stereo not given),-3.8,103.0,99.0,nt,101.0,102.0,-2.8,20.9,102.0,11,103.0
CC(=O)c1cn(CCCOc2ccccc2)c2ccccc12,13.0,96.0,96.0,-13.1,95.0,94.0,1.5,15.3,97.0,6,100.0
O=C(Cc1ccccc1)N1CCN(C/C=C/c2ccccc2)CC1,1.2,104.0,103.0,nt,97.0,100.0,0.7,-4.5,99.0,4,102.0
COCC(C)OC(=O)c1c(N)n(Cc2ccco2)c2nc3ccccc3nc12 (stereo not given),-0.5,105.0,101.0,nt,103.0,95.0,-0.5,38.0,97.0,24,106.0
Cc1ccc(N(C)C(=O)Oc2cccc3cccnc23)cc1,1.5,98.0,97.0,nt,96.0,101.0,0.7,8.1,97.0,8,95.0
CCOC(=O)C1C2NC(=O)N(Cc3ccccc3)C1(C)Oc1c(OC)cccc12 (stereo not given),3.1,102.0,101.0,nt,98.0,100.0,0.9,nt,97.0,9,100.0
CCC(=O)O[C@@H]1[C@@H](OC(C)=O)[C@@]2(O)C(C[C@H](O)C2(C)C)[C@](C)(O)[C@H]2CC[C@@H]3[C@@H](O)[C@]12C[C@@]3(C)O (stereo not given in full),1.2,101.0,101.0,-11.2,99.0,99.0,0.1,4.3,100.0,11,105.0
N#CCCn1cc(C(=O)NCc2ccccc2)c(-c2ccccc2)n1,5.5,97.0,97.0,2.1,95.0,97.0,1.3,-8.2,94.0,8,97.0
CCc1cc2c(s1)NC(=O)CN=C2c1cccs1,2.1,104.0,100.0,-55.5,99.0,101.0,0.6,-0.8,101.0,8,101.0
O=[N+]([O-])c1ccc(N2CCNCC2)c2ncccc12,0.1,98.0,98.0,nt,96.0,97.0,0.0,4.9,99.0,8,97.0
c1ccc2[nH]c(CCNC3CCCCC3)nc2c1,1.1,104.0,98.0,3.9,100.0,98.0,0.3,-3.2,93.0,4,106.0
CCN1C(=O)C(=C2C=C(C)N(Cc3ccco3)C(C)=C2)C(=O)N(CC)C1=S,-0.9,93.0,92.0,-5.7,94.0,94.0,-0.6,24.6,97.0,28,96.0
CN(C)/C=C1/C(=O)NC(=O)N(CCNc2ncc(C(F)(F)F)cc2Cl)C1=O,2.4,94.0,95.0,-14.1,95.0,95.0,-0.2,17.3,96.0,11,96.0
Cc1cc(N2C(=O)C3CCCN3C2c2sccc2C)no1 (stereo not given),-0.2,106.0,101.0,11.7,102.0,102.0,-0.5,0.5,101.0,9,104.0
CN(C)C=C1C(=O)N(C2CCCCC2)C(=O)N(C2CCCCC2)C1=O,-2.2,107.0,105.0,1.6,99.0,107.0,-1.0,-7.8,110.0,17,102.0
CC(C(=O)N1CCC2(CC1)OCCO2)C1Sc2ccccc2NC1=O (stereo not given),2.8,101.0,101.0,nt,97.0,100.0,0.6,-1.8,102.0,9,99.0
O=c1c2cc(Br)ccc2[nH]c(=S)n1-c1ccccc1,10.3,97.0,97.0,8.8,95.0,95.0,1.2,3.5,98.0,13,97.0
CN1c2ccc([N+](=O)[O-])cc2CC2(C(=O)NC(=O)N(c3ccccc3)C2=O)C1c1ccccc1 (stereo not given),-3.5,102.0,100.0,nt,100.0,100.0,-0.4,1.4,103.0,6,104.0
O=C1NC(=O)C(=Cc2cc(Cl)ccc2OCc2ccc(C(=O)O)cc2)C(=O)N1,0.6,?,?,12.7,?,?,-0.4,25.9,?,6,?
CCN(CC)CCCN=C(C)c1c(O)n(-c2ccccc2)c(=O)[nH]c1=O,1.6,101.0,102.0,-10.6,101.0,97.0,0.5,-8.5,103.0,13,101.0
N#Cc1ccc(N2CCNCC2)c(F)c1,-0.3,100.0,101.0,nt,98.0,98.0,-0.1,-11.1,98.0,6,103.0
O=c1[nH]c(=O)n(Cc2ccco2)c(O)c1C=NC1CC1,1.7,104.0,100.0,nt,100.0,99.0,0.4,20.0,101.0,37,103.0
CC(C)CN1CCN(Cc2c(F)cccc2Cl)CC1CCO (stereo not given),0.5,95.0,93.0,-3.9,96.0,95.0,0.2,12.1,95.0,8,98.0
O=c1cccc2n1CC1CC2CN(C(c2cccc(F)c2)c2sc3ncnn3c2O)C1 (stereo not given),2.1,100.0,99.0,nt,97.0,100.0,0.9,3.5,96.0,8,99.0
Cc1ccc(S(=O)(=O)N(c2cc(Cl)c(O)c(Cl)c2)P(=O)(OC(C)C)OC(C)C)cc1,-0.4,92.0,94.0,nt,92.0,92.0,0.0,26.3,90.0,10,94.0
CN1C(=O)C(Cc2ccc3c(c2)OCO3)C(=O)N(C)C1=O,0.6,99.0,100.0,nt,97.0,99.0,0.2,7.1,99.0,9,100.0
CCC(=Nc1ccc(OC)cc1OC)c1c(O)n(C2CCCCC2)c(=O)[nH]c1=O,12.5,95.0,97.0,-37.2,96.0,98.0,2.1,-8.7,99.0,5,99.0
COc1cc(C(=O)Nc2ccc(Br)cc2C(=O)c2ccccc2)cc(OC)c1OC,16.9,102.0,100.0,nt,99.0,100.0,2.5,nt,101.0,11,103.0
COc1ccc(CN2C(=O)CC(=O)NC2=S)cc1,1.3,91.0,95.0,5.7,90.0,91.0,0.5,19.7,93.0,12,96.0

# Some of the compounds tested; rates above refer to the full screens.
